Bioassay records (PubChem)
DDE Tn7 FP inh = inhibitors of Tn7 peptide binding to human fibrin DD(E). P02675. FP displacement of FITC-Tn7 peptide from fibrin DD(E); 0% = median of compound wells per plate. inhibition, % at 8.3 µM. 370,000 tested, 0.13% active. AID 720508;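 active = inhibition above the mean of compounds falling within the control limits plus 3 SD of them, cut at about 14% in these data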;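 note: 0% = plate median of compound wells and 100% = 10 µM Aha-Tn7 peptide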
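Measure: % inhibition scaled between sample-field median and high-control FP; Test system: human fibrin DD(E); Quantity: 2 µM final DD(E) protein; Doses: one dose, 8.3 µM nominal; Schedule: compound with protein 10 min, then 3 h after probe, room temperature; Detection: fluorescence polarization; Medium: Tris buffer with calcium and detergent, pH 7.8.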
Tn6 DDE FP = disrupts Tn6 cyclic peptide binding to fibrin D-Dimer-E complex; 370,000 tested, 0.21% active; inhibition, % at 8.3 µM; Fibrin DD(E) TRITC-Tn6 fluorescence polarization displacement;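 active = inhibition above a per-campaign cutoff: mean of compounds within control limits plus 3 SD, cut at about 15% in these data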;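 note: 0% = median of all compound wells on the plate and 100% = blocking peptide control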
TDP2 absorb = TDP2 (human) inhibition, absorbance primary screen | 370,000 tested, 0.34% active | inhibition, % at 12.8 µM | O95551 | recombinant TDP2, T5PNP hydrolysis, p-nitrophenol absorbance 415 nm;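 active = inhibition above the mean of all tested compounds plus 3 SD, set per campaign, cut at about 25% in these data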;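 note: 0% = DMSO with enzyme and 100% = buffer with substrate but no TDP2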
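Test system: Human TDP2 enzyme | Reagent: 5 mM T5PNP | Compound dosing: 12.8 µM single point, 1% DMSO | Incubation: Enzyme reaction with compound for 2 h at 37 °C | Technique: p-Nitrophenol epi absorbance | Read-out: % inhibition relative to enzyme-containing and enzyme-free wells | Benchmarks: High control without enzyme, low control DMSO plus TDP2 | Replicates: Singlicate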
KLK7 zymogen act = activators of human kallikrein-7 zymogen; P49862; purified proKLK7, EDANS-DABCYL substrate fluorescence; 100% is mature enzyme control, 0% vehicle; activation, % at 7 µM; 370,000 tested, 0.9% active; AID 652039;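 active = activation above the mean of all tested compounds plus 3 SD, computed per campaign excluding outliers beyond control limits, cut at about 13% in these data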
ADAM17 inh = inhibitors of human ADAM17; P78536; recombinant ADAM17, EDANS/DABCYL FRET peptide cleavage; inhibition, % at 6.95 µM; 370,000 tested, 0.83% active; AID 720648;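 active = inhibition above the mean of compounds lying between control limits plus 3 SD, set per campaign, cut at about 8.5% in these data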;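 note: 0% = DMSO-only wells as the low control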
LEDGF integ inh = blocks HIV-1 LEDGF/p75-dependent DNA integration; 370,000 tested, 0.64% active; TR-FRET IN-LEDGF/p75 DNA integration, Eu/Cy5; inhibition, % at 3.7 µM; AID 743269;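 active = inhibition above the screen-wide mean plus 3 SD, cut at about 13% in these data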;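 note: signal is the Cy5 over europium emission ratio at 671 and 618 nm; 0% = plate median of compound wells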
ASAP1 GAP inh = inhibitors of human ASAP1 ArfGAP activity; Q9ULH1; ASAP1-stimulated ARF1 GTP hydrolysis, GDP FP detection; inhibition, % at 16.5 µM; 360,000 tested, 0.19% active; AID 624377; in the data active = inhibition above about 25%;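 note: 0% = vehicle with enzyme and substrate and 100% = no enzyme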
ADAM10 inh = ADAM10 inhibition, QFRET primary screen; O14672; recombinant ADAM10, EDANS/DABCYL FRET peptide cleavage, 3 h; inhibition, % at 7 µM; 370,000 tested, 0.62% active; AID 720582;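 active = inhibition above a per-campaign cutoff equal to the mean of compounds falling between control-based bounds plus 3 SD, cut at about 20% in these data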;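 note: 0% = DMSO wells while the 100% control is not disclosed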
PLCg1 inh = blocks human PLC-gamma1 enzyme activity | P19174 | purified PLC-gamma1, fluorogenic substrate, fluorescence | inhibition, % at 12.2 µM | 370,000 tested, 0.84% active; in the data active = inhibition above about 9.5%
Target sequence (P19174 whole entry, looked up): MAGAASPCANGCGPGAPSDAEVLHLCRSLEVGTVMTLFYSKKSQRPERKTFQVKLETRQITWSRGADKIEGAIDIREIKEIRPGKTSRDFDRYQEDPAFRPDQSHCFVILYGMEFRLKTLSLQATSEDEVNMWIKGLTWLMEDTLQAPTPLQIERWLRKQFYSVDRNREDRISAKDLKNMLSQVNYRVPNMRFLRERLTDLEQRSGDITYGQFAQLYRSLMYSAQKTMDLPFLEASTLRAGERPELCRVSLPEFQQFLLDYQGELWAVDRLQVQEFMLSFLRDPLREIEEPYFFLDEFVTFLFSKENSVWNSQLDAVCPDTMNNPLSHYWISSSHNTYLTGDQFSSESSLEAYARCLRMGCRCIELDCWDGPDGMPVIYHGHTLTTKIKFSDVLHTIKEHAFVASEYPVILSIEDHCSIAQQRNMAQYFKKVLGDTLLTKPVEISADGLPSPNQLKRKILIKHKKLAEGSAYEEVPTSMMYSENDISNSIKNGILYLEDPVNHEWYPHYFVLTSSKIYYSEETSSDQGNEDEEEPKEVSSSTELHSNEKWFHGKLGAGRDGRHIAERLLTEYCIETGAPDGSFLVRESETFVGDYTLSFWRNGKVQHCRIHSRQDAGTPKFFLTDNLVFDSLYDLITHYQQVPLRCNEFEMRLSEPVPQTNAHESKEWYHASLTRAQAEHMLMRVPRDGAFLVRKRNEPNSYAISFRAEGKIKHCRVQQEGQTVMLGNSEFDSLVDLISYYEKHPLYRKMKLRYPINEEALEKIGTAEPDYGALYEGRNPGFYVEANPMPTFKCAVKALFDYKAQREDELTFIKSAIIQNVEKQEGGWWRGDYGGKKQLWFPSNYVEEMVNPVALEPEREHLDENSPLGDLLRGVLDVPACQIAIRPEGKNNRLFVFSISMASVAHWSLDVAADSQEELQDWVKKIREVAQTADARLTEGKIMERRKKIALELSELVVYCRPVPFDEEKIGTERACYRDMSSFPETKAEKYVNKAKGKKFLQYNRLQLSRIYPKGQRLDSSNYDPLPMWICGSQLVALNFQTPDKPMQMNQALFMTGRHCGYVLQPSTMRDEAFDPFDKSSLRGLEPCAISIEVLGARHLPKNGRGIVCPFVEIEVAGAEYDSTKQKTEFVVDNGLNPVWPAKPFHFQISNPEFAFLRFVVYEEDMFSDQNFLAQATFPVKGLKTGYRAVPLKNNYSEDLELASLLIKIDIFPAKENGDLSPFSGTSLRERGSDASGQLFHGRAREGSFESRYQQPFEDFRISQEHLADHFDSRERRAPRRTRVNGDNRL
ARFGAP1 inh = inhibitors of rat ARFGAP1. Q62848. Arfgap1-stimulated ARF1 GTP hydrolysis, GDP FP detection. inhibition, % at 16.5 µM. 360,000 tested, 0.26% active;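 active = inhibition above a per-plate limit, mean inhibition of low control wells plus 3 SD, cut at about 25% in these data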;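 note: 0% = DMSO wells with enzyme and 100% = wells lacking Arfgap1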
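Material: truncated rat Arfgap1 GAP domain; Incubation: compound-enzyme preincubation 20 min, reaction 120 min, detection 60 min, 25 °C; Read-out: percent inhibition of Arfgap1-stimulated GTP hydrolysis; Technique: FP, GDP Alexa 633 tracer displaced from anti-GDP antibody, 620/688 nm; Controls: No-Arfgap1 wells (100%) versus DMSO full-reaction wells (0%); Replication: single well per compound.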
* = called active by the depositor; i = inactive. Compounds as they come (roughly 4.2% active in at least one column).

entry	Compound	DDE Tn7 FP inh	Tn6 DDE FP	TDP2 absorb	KLK7 zymogen act	ADAM17 inh
1	Cc1cc(=O)oc2cc(OCC(=O)Nc3nnc(C4CC4)s3)ccc12	5	2	10	-0.5	-11
2	N#Cc1ccsc1NC(=O)c1cccc([N+](=O)[O-])c1	-5	0	-15	0.4	0
3	CCC(CC)COC(=O)C1=C(C)NC(=O)NC1c1ccccc1Br (configuration not stated)	-5	4	-13	-0.1	0
4	CC(C)CCn1c(=O)c2ccccc2n2c(CCC(=O)NCC3CCCO3)nnc12 (configuration not stated)	-6	-7	-6	0.6	7
5	COc1ccc(-c2csc(NC(=O)CSc3ncn[nH]3)n2)cc1OC	-1	-1	3	-0.1	-7
6	CCOCCCn1c(=S)[nH]c2cc(C(=O)N3CCN(c4ccccc4)CC3)ccc2c1=O	-12	9	-9	-0.5	-1
7	CN(Cc1c(F)cccc1Cl)C(=O)c1ccc(NC(=O)CC2SC(N3CCCC3)=NC2=O)cc1 (configuration not stated)	-4	8	-1	-0.5	-3
8	CCOC(=O)N1CCN(C(=O)/C(=C/c2ccc(OC)c(OC)c2)NC(=O)c2ccccc2)CC1	-10	-6	-9	-0.7	1
9	CC(=O)c1ccc(NC(=O)C(Cc2ccccc2)NC(=O)c2ccco2)cc1 (configuration not stated)	0	4	4	-0.1	-2
10	Cc1ccc(NC(=O)CSc2ncn(-c3ccccc3)n2)cc1C	9	13	-4	-0.4	-2

entry	LEDGF integ inh	ASAP1 GAP inh	ADAM10 inh	PLCg1 inh	ARFGAP1 inh
1	1	7	-29	-4	-1
2	3	-4	-3	-2	5
3	0	13	12	1	-10
4	-1	-4	-12	-1	9
5	-4	3	6	2	13
6	-2	1	5	1	3
7	-3	-1	0	2	9
8	-4	-8	4	-1	1
9	-1	1	-2	-2	6
10	-2	5	8	-4	4

Arranged by molar mass (highest first): three of the compounds above
entry	Compound	DDE Tn7 FP inh	Tn6 DDE FP	TDP2 absorb	KLK7 zymogen act	ADAM17 inh
8	CCOC(=O)N1CCN(C(=O)/C(=C/c2ccc(OC)c(OC)c2)NC(=O)c2ccccc2)CC1	-10	-6	-9	-0.7	1
3	CCC(CC)COC(=O)C1=C(C)NC(=O)NC1c1ccccc1Br (configuration not stated)	-5	4	-13	-0.1	0
1	Cc1cc(=O)oc2cc(OCC(=O)Nc3nnc(C4CC4)s3)ccc12	5	2	10	-0.5	-11

entry	LEDGF integ inh	ASAP1 GAP inh	ADAM10 inh	PLCg1 inh	ARFGAP1 inh
8	-4	-8	4	-1	1
3	0	13	12	1	-10
1	1	7	-29	-4	-1

New compounds follow:
entry	Compound	DDE Tn7 FP inh	Tn6 DDE FP	TDP2 absorb	KLK7 zymogen act	ADAM17 inh
11	CCOC(=O)[C@]12CCC=C1N(Cc1ccc3c(c1)OCO3)C(=O)[C@H](CC(=O)N1CCCCC1)C2	5	-1	3	0.5	-3
12	CCc1nn(CC(=O)NCCCN2CCOCC2)c(=O)c2cc3c(OC)cccc3n12	-3	-4	5	8.7	-207
13	CN(C)c1ccc(C=Nc2ccccc2C(N)=O)cc1	3	6	-1	0.4	-33
14	COc1ccccc1N1C(=O)CCC1(C#N)c1ccc(Br)cc1 (configuration not stated)	-4	-8	-1	-0.6	-1
15	Cc1cc(=O)n2c(n1)OC(CO)C2 (configuration not stated)	0	4	4	-0.2	0
16	NC(=O)C1CCCN(Cc2c(C(=O)N3CCc4ccccc4C3)nc3ccc(Cl)cn23)C1 (configuration not stated)	-2	-5	0	0.6	-5
17	COc1ccc(C(O)C(CC(=O)NCCCOC(C)C)C(=O)NCCCOC(C)C)cc1OC (configuration not stated)	-2	5	6	-0.4	0
18	COCCCn1c(=O)c2sccc2n2c(CCCC(=O)NCc3ccc(OC)cc3)nnc12	6	5	-3	-0.1	-6
19	O=C(Nc1ccc(N2CCOCC2)c(Cl)c1)c1cccnc1	6	1	0	0.1	-2
20	CN(CC(=O)NCc1ccccn1)S(=O)(=O)c1cc(Cl)ccc1Cl	3	3	3	0.8	0

entry	LEDGF integ inh	ASAP1 GAP inh	ADAM10 inh	PLCg1 inh	ARFGAP1 inh
11	0	-9	-11	-1	9
12	1	10	i	-205	7
13	0	3	-98	-74	7
14	2	-4	4	4	10
15	1	-3	2	0	6
16	-4	10	-6	-3	-9
17	0	8	1	5	-2
18	-4	6	-2	0	-7
19	0	-5	2	1	3
20	-1	-4	-7	0	-1

(next part)
entry	Compound	DDE Tn7 FP inh	Tn6 DDE FP	TDP2 absorb	KLK7 zymogen act	ADAM17 inh
21	CC(=O)c1c(C)[nH]c(C(=O)OCC(=O)N(Cc2ccccc2)C(C)(C)C)c1C	8	7	-6	0.4	2
22	O=C(CCc1ccccc1)c1nnc(-c2ccccc2)o1	2	1	-5	0.0	-7
23	Cc1ccc(NC(=S)c2nc3ccccc3s2)cc1	2	-4	6	0.5	1
24	c1ccc(-c2ccc(-n3ccnc3)cc2)cc1	-1	0	3	0.6	-5
25	Cc1[nH]nc(N2CCCCC2)c1[N+](=O)[O-]	0	6	-8	0.2	-1
26	CN(c1ccc(O)cc1)c1nc(-c2cccs2)cs1	-9	-7	9	0.6	3
27	O=C(OCn1nnc2ccccc2c1=O)c1cccnc1	4	-6	-11	0.7	-3
28	CCN(CC)C(=O)C1=C(C)N(CCCOC)C(=O)C(CC(=O)NCCc2ccccn2)C1 (configuration not stated)	13	-3	4	0.7	-5
29	Cc1ccc(C)c(N2CC(C(=O)Nc3cc(C)on3)CC2=O)c1 (configuration not stated)	0	6	11	-0.1	-1
30	CC[C@]12c3[nH]c4ccc(OC)cc4c3CCN1C(=O)C(CC(=O)NC/C=C(\C)CCC=C(C)C)C[C@@H]2C(=O)N1CCN(C(=O)c2ccco2)CC1 (some centres not stated)	5	8	4	-0.8	5

entry	LEDGF integ inh	ASAP1 GAP inh	ADAM10 inh	PLCg1 inh	ARFGAP1 inh
21	-3	-8	-7	-1	-14
22	-4	-7	-10	-2	-4
23	2	16	9	3	6
24	2	-7	6	-1	-9
25	-3	-2	2	5	-7
26	-2	-6	0	-5	14
27	-1	7	-11	8	4
28	-2	-7	-15	-4	-15
29	4	-6	16	1	4
30	1	-2	13	0	-2

More entries:
entry	Compound	DDE Tn7 FP inh	Tn6 DDE FP	TDP2 absorb	KLK7 zymogen act	ADAM17 inh
31	Cc1cccc(NC(=O)C2CCN(S(=O)(=O)c3cccs3)CC2)n1	-1	-3	0	0.6	-1
32	COc1ccc(C(=O)CCC(=O)Nc2cccnc2)cc1OC	1	-2	-13	-0.2	-4
33	O=C(CC(c1ccccc1)c1ccccc1)Nc1ncn[nH]1	3	6	1	-0.3	-3
34	N#Cc1nc(COc2cccc(Cl)c2)oc1NCc1ccco1	-5	3	-7	0.8	6
35	Cc1cc(C(=O)N2CCN(S(C)(=O)=O)CC2)cs1	8	-3	-5	0.4	0
36	Cc1onc(-c2ccccc2Cl)c1C(=O)N1CCN(c2ccccc2)CC1	-1	-3	8	0.2	-4
37	Cc1cc(C)c(-c2cc(NC(=O)CSc3n[nH]c(N)n3)n(-c3ccccc3)n2)cc1C	-9	-5	7	0.2	2
38	COc1ccc(-c2cc3ccccc3oc2=O)cc1NC(=O)c1cccnc1	1	-1	-1	2.4	-9
39	O=C(CSc1nnc(-c2ccco2)n1-c1ccccc1)NCC1CCCO1 (configuration not stated)	-4	9	11	-0.5	-2
40	Cc1nn(Cc2ccc(Cl)cc2)c(Cl)c1/C=N/NC(=O)c1cccnc1	-2	0	-3	0.0	2

entry	LEDGF integ inh	ASAP1 GAP inh	ADAM10 inh	PLCg1 inh	ARFGAP1 inh
31	3	15	-2	-1	0
32	1	-14	0	-1	9
33	2	-7	0	-2	3
34	-3	-6	-1	0	-5
35	1	-8	-6	3	-5
36	0	-26	-5	-1	5
37	0	0	5	-3	-3
38	-3	21	-20	-185	34*
39	0	-7	0	0	0
40	3	-6	2	-3	3

Later entries:
entry	Compound	DDE Tn7 FP inh	Tn6 DDE FP	TDP2 absorb	KLK7 zymogen act	ADAM17 inh
41	CC12CCC(C/C1=N/O)C2(C)C (configuration not stated)	-6	-5	-12	-0.6	-2
42	O=C(CN1CCN(Cc2ccc(Cl)cc2)C1=O)NCCN1CCCC1	-5	1	-3	0.2	-1
43	CN(C)c1c([N+](=O)[O-])cc2[nH]c(=O)[nH]c2c1[N+](=O)[O-]	-3	0	-1	1.8	-2
44	CC(NC(=O)CCSCCC(=O)NC(C)c1ccccc1)c1ccccc1 (configuration not stated)	-1	1	0	0.2	0
45	CC(C)(C)C(=O)CSc1ncnc2c1cnn2Cc1ccccc1	3	0	-10	-0.5	0
46	Cc1cccc(NC(=O)CC23CC4CC(C2)CC(n2nnc(C)n2)(C4)C3)c1	4	-10	5	-0.3	1
47	CN(C)CCCNc1nc(-c2ccccc2)nc2ccccc12	-8	2	3	0.1	-3
48	N#Cc1c2ccccc2nc2ccccc12	1	1	0	-0.9	-61

entry	LEDGF integ inh	ASAP1 GAP inh	ADAM10 inh	PLCg1 inh	ARFGAP1 inh
41	-6	5	-24	10*	0
42	1	7	-8	-3	-12
43	4	-3	3	6	-7
44	2	-12	-1	2	-13
45	2	3	3	-4	10
46	-1	4	2	3	-17
47	0	-10	2	-1	8
48	-4	15	-237	-22	6

Looked up one by one from above:
entry	Compound	DDE Tn7 FP inh	Tn6 DDE FP	TDP2 absorb	KLK7 zymogen act	ADAM17 inh
41	CC12CCC(C/C1=N/O)C2(C)C (configuration not stated)	-6	-5	-12	-0.6	-2
48	N#Cc1c2ccccc2nc2ccccc12	1	1	0	-0.9	-61
45	CC(C)(C)C(=O)CSc1ncnc2c1cnn2Cc1ccccc1	3	0	-10	-0.5	0
44	CC(NC(=O)CCSCCC(=O)NC(C)c1ccccc1)c1ccccc1 (configuration not stated)	-1	1	0	0.2	0
46	Cc1cccc(NC(=O)CC23CC4CC(C2)CC(n2nnc(C)n2)(C4)C3)c1	4	-10	5	-0.3	1
47	CN(C)CCCNc1nc(-c2ccccc2)nc2ccccc12	-8	2	3	0.1	-3

entry	LEDGF integ inh	ASAP1 GAP inh	ADAM10 inh	PLCg1 inh	ARFGAP1 inh
41	-6	5	-24	10*	0
48	-4	15	-237	-22	6
45	2	3	3	-4	10
44	2	-12	-1	2	-13
46	-1	4	2	3	-17
47	0	-10	2	-1	8

Taken from above:
Result for compound 44 under PLCg1 inh: 2
Result for compound 45 under Tn6 DDE FP: 0
Result for compound 41 under TDP2 absorb: -12
Result for compound 42 under ASAP1 GAP inh: 7
Result for compound 46 under DDE Tn7 FP inh: 4
Result for compound 47 under TDP2 absorb: 3
Result for compound 48 under TDP2 absorb: 0
